# IDH1 R132H inh: qHTS for Inhibitors of mutant isocitrate dehydrogenase 1 (IDH1): qHTS; Isocitrate dehydrogenase [NADP] cytoplasmic (Homo sapiens), O75874; IDH1-R132H enzyme, NADPH consumption, diaphorase/resazurin fluorescence; Potency, µM (highest dose often 76.6 µM), inactives show at the top dose activity change, negative = inhibition, actives largely listed as inhibitors; 390,000 compounds, 0.093% hits; AID 602179, 2012; note: potency is the fitted concentration of half-maximal effect; % is set by controls: 0 for no effect and ±100 for the full control effect; nearly all actives have a fitted effect of over 65% in size
#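 IDH1-R132H (0.5 ug/mL dispensed) in pH 7.5 Tris buffer was preincubated 30 min with compound, then given a substrate mix of 0.016 mM NADPH and 2 mM alpha-KG for 80 min at room temperature; remaining NADPH was read by diaphorase/resazurin fluorescence.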
# D2 agonist: HTS Assay for Allosteric Agonists of the Human D2 Dopamine Receptor: Primary Screen for Agonists; D(2) dopamine receptor (Homo sapiens), P14416; HEK293 T-REx D2 cells, calcium flux agonist mode; activation, % at 2 µM; 340,000 compounds, 0.53% hits;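 active = activation over 3 SD above normal in the single-dose calcium agonist read, cut at about 30% in these data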; note: 0% is about no effect
#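 Calcium-flux readout, 1 cycle/sec over 180 s following compound pin transfer, in inducible HEK293 Trex D2 cells (force-coupled); dopamine controls included. Positive calcium responses during this window marked compounds as potential agonists.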
# TrxR1 substrate: qHTS Assay for Substrates of Mammalian Selenoprotein Thioredoxin Reductase 1 (TrxR1): qHTS | purified TrxR1 substrate turnover, NADPH consumption readout | Potency, µM (titrated, usually from 114 µM), for the others: at the top dose activity change, negative = substrate turnover | 390,000 compounds, 0.01% hits | AID 588456, 2011; note: potency is the fitted concentration of half-maximal effect; % is set by controls: 0 for no effect and ±100 for the full control effect; nearly all actives have a fitted effect of over 50% in size
#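 Rat TrxR1, dispensed at 90 nM, was prereduced with 400 uM NADPH (final) for 5 min at ~22 deg C, then incubated with compound 15 min before 400 uM selenite. A first-read NADPH fluorescence drop versus no-compound background flagged substrates.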
# TrxR1 inh: qHTS Assay for Inhibitors of Mammalian Selenoprotein Thioredoxin Reductase 1 (TrxR1): qHTS | Thioredoxin reductase 1, cytoplasmic (Rattus norvegicus), O89049 | recombinant rTrxR1, NADPH fluorescence consumption, selenite substrate | Potency, µM (series often up to 114 µM), without a hit: at the top dose activity change, negative = inhibition, usual class: inhibitors | 390,000 compounds, 1% hits | AID 588453, 2011; note: potency is the fitted concentration of half-maximal effect; % is set by controls: 0 for no effect and ±100 for the full control effect; nearly all actives have a fitted effect of over 65% in size
#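 Rat TrxR1 (90 nM in the dispensed reagent) was pre-reduced with 400 uM NADPH for 5 min at room temperature, then incubated with compound for 15 min. After 400 uM selenite was added, NADPH fluorescence (Ex 340/Em 450 nm) was followed for 8 min.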
# USP1-UAF1 inh: Inhibitors of USP1/UAF1: Primary Screen. 390,000 compounds, 0.23% hits. Ubiquitin carboxyl-terminal hydrolase 1 (Homo sapiens), O94782. Potency, µM (top dose mostly 57.1 µM), inactives show top-dose activity change, negative = inhibition, most hits filed as inhibitors. recombinant USP1/UAF1, Ub-Rhodamine cleavage fluorescence. AID 743255, 2014; note: potency is the fitted concentration of half-maximal effect; % is set by controls: 0 for no effect and ±100 for the full control effect; nearly all actives have a fitted effect of over 60% in size; inactives centre near -12
# Target sequence (O94782 whole entry, looked up): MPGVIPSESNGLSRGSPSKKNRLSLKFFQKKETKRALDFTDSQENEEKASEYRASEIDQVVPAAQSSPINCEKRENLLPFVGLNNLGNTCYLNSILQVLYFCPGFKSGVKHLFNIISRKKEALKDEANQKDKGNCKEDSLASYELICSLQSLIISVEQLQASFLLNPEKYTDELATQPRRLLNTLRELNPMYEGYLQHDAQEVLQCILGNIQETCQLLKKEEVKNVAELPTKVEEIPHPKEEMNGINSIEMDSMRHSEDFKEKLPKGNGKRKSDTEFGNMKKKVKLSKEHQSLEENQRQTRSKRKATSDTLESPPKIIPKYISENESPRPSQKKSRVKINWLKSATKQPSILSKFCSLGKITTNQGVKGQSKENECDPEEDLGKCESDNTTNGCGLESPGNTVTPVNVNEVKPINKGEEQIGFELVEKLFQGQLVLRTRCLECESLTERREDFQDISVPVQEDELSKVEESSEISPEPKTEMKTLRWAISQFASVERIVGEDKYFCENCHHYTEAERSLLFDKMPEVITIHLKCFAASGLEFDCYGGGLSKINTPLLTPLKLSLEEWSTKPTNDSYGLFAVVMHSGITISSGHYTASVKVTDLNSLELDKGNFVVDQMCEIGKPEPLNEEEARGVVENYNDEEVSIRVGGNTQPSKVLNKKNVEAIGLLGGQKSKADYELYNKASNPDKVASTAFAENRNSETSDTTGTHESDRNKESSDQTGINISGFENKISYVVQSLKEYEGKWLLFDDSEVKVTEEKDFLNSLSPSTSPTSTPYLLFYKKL
#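 1 nM enzyme complex + cpd, 15 min RT; start with Ub-Rho 150nM final; kinetic fluorescence ex 480/em 540, 6 reads q60 s. Buffer 50mM HEPES pH 7.8, 0.5mM EDTA, 0.1 mg/ml BSA, 1mM TCEP, 0.01% Tween-20.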
# TRHR agonist: qHTS for Small Molecule Agonists and Allosteric Enhancers of Human TRH Receptor: Primary Screen for Agonists | AID 493084, 2011 | activation, % at 2 µM | 360,000 compounds, 0.18% hits | Thyrotropin-releasing hormone receptor (Homo sapiens), P34981 | TRHR cells, calcium flux fluo-8, FDSS agonist mode; in the data active = activation above about 30%; note: 0% is about no effect
#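 Read-out: compound-evoked intracellular calcium rise in TRHR cells, fluo-8 dye, kinetic FDSS fluorescence at 1 s/cycle following a 10-cycle baseline. Cells cultured overnight before dye loading (30 min–1.5 h, RT).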
# D2 antag: HTS Assay for Allosteric Antagonists of the Human D2 Dopamine Receptor: Primary Screen for Antagonists | HEK293 TREx D2 cells, calcium flux, dopamine EC80 | inhibition, % at 10 µM | 340,000 compounds, 2% hits | AID 485344, 2010; in the data active = inhibition above about 30%; note: 0% is about no effect
#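 Calcium mobilization kinetics were recorded at 1 s intervals in tetracycline-induced HEK293 T-REx D2 cells, first for 180 s after compound addition and then 180 s after EC80 dopamine.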
# Pin1 inh: qHTS Assay to Find Inhibitors of Pin1; Peptidyl-prolyl cis-trans isomerase NIMA-interacting 1 (Homo sapiens), Q13526; Pin1 FP peptide displacement, HiFluor488, 10 min; Potency, µM (doses to about 115 µM), without a hit: top-dose activity, negative = inhibition, hits mostly inhibitors; 390,000 compounds, 0.009% hits; AID 504891, 2011; active = well fitted inhibition curve with a large enough effect in the polarisation, with a control signal flat, not every such curve was filed as active; inconclusive = small, poorly fitted or top-dose-only effect, or effect the other way, or a change in a side signal; inactive = no such curve, though single readings can be large or run the other way; the % refers to the polarisation; note: potency is the fitted concentration of half-maximal effect; % is set by controls: 0 for no effect and ±100 for the full control effect
# Target sequence (Q13526 whole entry, looked up): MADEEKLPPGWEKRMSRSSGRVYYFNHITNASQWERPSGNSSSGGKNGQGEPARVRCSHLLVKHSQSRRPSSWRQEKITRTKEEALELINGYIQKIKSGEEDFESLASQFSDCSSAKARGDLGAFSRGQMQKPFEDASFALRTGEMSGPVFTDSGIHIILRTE
# TRHR PAM: qHTS for Small Molecule Agonists and Allosteric Enhancers of Human TRH Receptor: Primary Screen for Enhancers; enhancement, % at 2 µM; Thyrotropin-releasing hormone receptor (Homo sapiens), P34981; 360,000 compounds, 0.66% hits; AID 493056, 2011; TRHR cells, fluo-8 calcium fluorescence, EC20 TRH enhancement; in the data active = enhancement above about 30%; note: 0% is about no effect
#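 TRHR-expressing cells loaded with fluo-8 calcium dye were read kinetically (ex 480/em 530) during compound addition, then stimulated with an EC20 of TRH (10 nM final). Enhancement of the Gq-mediated intracellular calcium response was scored.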
# An asterisk follows results filed as active; ? = inconclusive; · = not tested or not shown; & = joins results of further samples; [ ] = dose if it differs, or a comment. Unless noted, calls come from the whole dose curve; as a rule, active = well fitted inhibition curve with a large enough effect; inconclusive = small, poorly fitted or top-dose-only effect; inactive = no such curve, though single readings can be large or run the other way. These rows are one share of the data. The share of hits here may be higher or lower than overall.
Structure,IDH1 R132H inh,D2 agonist,TrxR1 substrate,TrxR1 inh,USP1-UAF1 inh,TRHR agonist,D2 antag,Pin1 inh,TRHR PAM
C=CCn1c(C)cc(C(=O)CSc2nc3ccccc3[nH]2)c1C,-2%,-0.6,-4%,12%,-15%,-0.1,-20,6%,2
Cc1ccc(NC(=S)NC(=O)c2ccc(F)cc2)cc1S(=O)(=O)Nc1ccccc1Cl,-2%,-0.5,-2%[57.1 µM],?,-1%,-0.1,-15,18%,9
COc1cc2cc(CN(CCO)S(=O)(=O)c3ccccc3)c(=O)[nH]c2cc1OC,6%,-0.4,11%,23%,-14%,-0.5,9,-4%,2
CCOc1ccc(NC(=O)CN2CCN(Cc3c(F)cccc3F)CC2)cc1,-14%,0.0,5%,20%,-6%,0.4,16,-8%,19
COc1ccc(CCNC(=O)C2CCCN(S(=O)(=O)c3cc(C)ccc3OC)C2)cc1OC (centres undefined),-10%,0.4,-3%,8%,-5%,-1.2,5,-3%,2
CCO[C@H]1OC(C(=O)N2CCCCCCC2)=C[C@@H](c2ccc(C(F)(F)F)cc2)[C@@H]1CCCO,0%[38.3 µM],0.0,-10%,-8%,-21%,-0.2,30*,0%,2
COc1cc(NC(=O)CCc2nc(-c3cccs3)no2)cc(OC)c1OC,-1%&1%,-0.5&-1.1,2%,11%,-22%&-14%,-0.3&0.2,4,-4%&3%,1&7
CN(c1ccccc1)S(=O)(=O)c1ccc(NC(=O)c2cccs2)cc1,3%,6.6,2%[57.1 µM],15%[57.1 µM],-16%,1.2,-15,0%,-1
CCN=C(NC#N)SCc1c(F)cccc1Cl,2%,-0.4,0%,0%,-8%,-0.2,-14,5%,3
Cc1ccc(N2C(=O)N(Cc3ccccc3C)c3ccccc3S2(=O)=O)cc1,-4%,-0.6,-10%,-5%,-21%,0.4,-14,24%,2
OC(c1ccccc1)c1ccncc1 (centres undefined),3%,-0.3,3%,6%,-25%,0.0,-3,-1%,-2
c1ccc2c(c1)ccc1nnc(SCc3ccc4c(c3)OCCO4)n12,14%,-0.7,7%,5%,?,-0.1,-2,2%,-5
COc1ccccc1NC(=O)C1=C(C)NC(=O)NC1c1cc(C)cs1 (centres undefined),7%,-1.5,-6%,6%,-20%,-1.1,0,3%,5
CCOc1cc(/C=C/c2cccc[n+]2C)ccc1OCC(=O)Nc1ccc(C)cc1,6%,-0.5,7%,22%,-22%,0.0,-7,-11%,0
Cn1ncc(C#N)c1NC(=O)c1cc(-c2ccccc2Cl)on1,1%,0.1,-7%,-12%,-13%,0.4,-6,-11%,6
CCc1nnc(NC(=O)CCC2CCCCC2)s1,18%,·,3%,19%,-12%,·,·,108%[activator],·
O=C1CCCCC1Sc1ccc(Cl)cc1[N+](=O)[O-] (centres undefined),14%,·,4%,?,-27%,·,·,-3%,·
CCCCOc1ccc(C2NC(=O)NC(C)=C2C(C)=O)cc1OCC (centres undefined),4%,1.4,-7%,6%,-10%,-1.2,-3,2%,8
Nc1nnc2c(n1)[nH]c1ccccc12,11%,0.2,-7%,-1%,-26%,0.6,·,-6%,1
COc1ccc(NC(=O)c2sc3nc4n(c(=O)c3c2C)CCC4)c(OC)c1,5%,-0.9,-2%,39%[11.4 µM],-11%,0.6,·,-4%,-1
O=C(NC(=S)Nc1ccc([N+](=O)[O-])cc1O)C1CCCCC1,-4%,0.4,0%,26%,-12%,0.9,0,-4%,0
O=C(N/N=C/c1ccc([N+](=O)[O-])o1)c1ccccc1-n1cccc1,-4%,2.6,-9%[57.1 µM],-31%[57.1 µM],-13%,-0.2,12,-1%,10
O=C(/C=C/c1ccc(Br)cc1)c1ccco1,12%,-0.6,4%[57.1 µM],-39%,-7%,0.0,7,-1%,-1
CCN(CC(=O)N1CCOCC1)S(=O)(=O)c1ccc(Cl)cc1,2%,0.7,1%,-2%,-18%,0.0,7,-8%,17
C=C1C(=O)OC2C=C(CO)CCC=C(CO)CC(OC(=O)C(C)C)C12 (centres undefined),1%,·,4%[11.4 µM],?,-16%,·,·,?,·
O=C(O)CCCCCNC(=O)Nc1ccc2c(c1)OCCO2,1%,-3.9,0%,7%,-23%,0.5,-16,1%,-1
Cc1ccc(CCNC(=O)CC(C)CC2=NS(=O)(=O)c3ccccc3N2)cc1 (centres undefined),-10%,-0.2,-3%,14%,-18%,-0.9,6,-8%,0
COc1ccc(NC(=O)CCC2CCCC2)cc1OC,6%,-1.2,-7%,-9%,-11%,-0.3,-4,-2%,-2
O=C(Nc1ccc(S(=O)(=O)NCc2ccco2)cc1)c1ccc2ccccc2n1,0%,0.1,-2%,-12%,-17%,0.5,-3,21%,-2
CCC(C(=O)NC1C(=O)N2C(C(=O)O)=C(CSc3nnc(C)s3)CSC12)c1ccccc1 (centres undefined),2%,0.4,-2%,?,-15%,-0.1,9,?,-5
CCN1CCN(C(=O)c2ccc3c(c2)N(Cc2cccc(F)c2)C(=O)c2ccccc2S3)CC1,21%,-0.7,6%[57.1 µM],13%[57.1 µM],-16%,0.7,·,2%,1
COc1ccccc1NC(=O)c1oc2ccccc2c1NC(=O)C1CCCCC1,2%,-0.2,22%,14%,-3%,-0.3,·,-19%,-3
Cc1ccccc1CN1CCC(CNC(=O)c2c(C)oc3ncnc(N4CCCCC4)c23)CC1,-7%,-1.0,6%,16%,-15%,-1.6,·,2%,18
Cn1cccc1CNC(=O)Nc1ccccc1,13%,0.9,3%[57.1 µM],9%[57.1 µM],-5%,1.5,-6,-5%,1
CCCCSc1cc(C)nc2ncnn12,2%,-0.3,6%,-28%,-15%,0.3,-1,-1%,6
CC(=O)N1CCC(N(Cc2ccc(C)o2)C(=O)Nc2ccc(C)cc2)CC1,1%,-0.1,2%,11%,?,0.2,·,-2%,5
COc1ccc(Cl)cc1NC(=O)CSc1nc2c(oc3ccccc32)c(=O)n1Cc1ccco1,5%,·,0%,3%,-3%,0.3,·,6%,2
CC1CCN(CCCn2c(=S)[nH]c3c(sc4ccc([N+](=O)[O-])cc43)c2=O)CC1,6%,2.4,-7%[57.1 µM],0%[57.1 µM],-27%,-0.3,2,-1%,-4
O=C(CCNC(=O)c1ccco1)NCCc1ccc(Cl)cc1,0%,0.2,-9%,-14%,-2%,0.8,-7,-1%,18
CC1(C)CC(=O)C=C(Nc2ccc(F)cc2)C1,4%,-1.3,2%[57.1 µM],11%[57.1 µM],-5%,-1.0,-8,1%,-1
COc1cccc(OC)c1NC(=O)c1nc2c(nnn2Cc2ccccc2Cl)c(=O)[nH]1,7%,1.2,6%[57.1 µM],21%[57.1 µM],-12%,0.1,-7,-2%,3
Cc1ccc(O)c(C(=O)c2cnn(C(=O)COc3ccc(Cl)cc3)c2)c1,-4%,-0.4,-1%,4%,-8%,0.7,-12,5%,0
O=C(c1ccc(Cl)cc1)N1CCn2c1nc1ccccc12,9%,-0.2,1%[57.1 µM],-12%[57.1 µM],-19%,-1.7,-17,6%,-17
CC(=O)/C(=N/Nc1cccc(C)c1)N1CCOCC1,9%,-1.0,-1%,?,-25%,-0.2,-7,11%,-3
CCC(=O)Nc1ccc(Br)c(Cl)c1,17%,·,-10%,-5%,-5%,-0.4,·,0%,3

# Shown with values under each structure: 3 of the compounds above
# Second line of a record: IDH1 R132H inh, D2 agonist, TrxR1 substrate, TrxR1 inh, USP1-UAF1 inh, TRHR agonist, D2 antag, Pin1 inh, TRHR PAM
COc1ccccc1NC(=O)c1oc2ccccc2c1NC(=O)C1CCCCC1
→ 2%, -0.2, 22%, 14%, -3%, -0.3, ·, -19%, -3
Cc1ccccc1CN1CCC(CNC(=O)c2c(C)oc3ncnc(N4CCCCC4)c23)CC1
→ -7%, -1.0, 6%, 16%, -15%, -1.6, ·, 2%, 18
Cn1cccc1CNC(=O)Nc1ccccc1
→ 13%, 0.9, 3%[57.1 µM], 9%[57.1 µM], -5%, 1.5, -6, -5%, 1

# Some of the entries so far, as labelled records:
> COc1ccccc1NC(=O)c1oc2ccccc2c1NC(=O)C1CCCCC1
  IDH1 R132H inh = 2% | D2 agonist = -0.2 | TrxR1 substrate = 22% | TrxR1 inh = 14% | USP1-UAF1 inh = -3% | TRHR agonist = -0.3 | D2 antag = · | Pin1 inh = -19% | TRHR PAM = -3
> Cc1ccccc1CN1CCC(CNC(=O)c2c(C)oc3ncnc(N4CCCCC4)c23)CC1
  IDH1 R132H inh = -7% | D2 agonist = -1.0 | TrxR1 substrate = 6% | TrxR1 inh = 16% | USP1-UAF1 inh = -15% | TRHR agonist = -1.6 | D2 antag = · | Pin1 inh = 2% | TRHR PAM = 18

# High-throughput results: PubChem BioAssay, National Center for Advancing Translational Sciences (NCATS)
